M1AAP inhibition: P. falciparum M1AAP inhibitors, biochemical, fluorogenic H-Leu-NHMec substrate, 1536-well (AID 1445); 220,000 tested, 0.42% active; recombinant M1AAP, H-Leu-NHMec fluorogenic kinetic assay; higher % means a stronger effect; inhibition, % at 30 µM; hits with a dose series show IC50 in µM;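 active = primary inhibition above the hit cutoff, then over 50% inhibition at one or more dose response concentrations, cut at about 23% in these data, passing the limit was not always enough; inconclusive = conflicting primary data, or primary hits not chosen for dose response; inactive = low primary inhibition, or under 50% at every dose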;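 note: plate controls were DMSO full reaction for no effect and no enzyme background for full effect; strong numbers were not always called active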
CSM14.1 death rescue: rescue of cells from ER stress-induced death, primary screen, 384-well, CSM14.1, thapsigargin, ATP luminescence (AID 1222). 190,000 tested, under 10 active. CSM14.1 thapsigargin-induced death rescue, ATP luminescence; higher % means a stronger effect. cellular ATP content (survival), % at 20 µM, or EC50 in µM where a hit was titrated;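 active = EC50 below 50 µM in the dose-response confirmation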;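 note: death triggered by thapsigargin at about 15 µM added after 2 h compound pretreatment; cell ATP read after overnight thapsigargin exposure of roughly 18 to 22 hours; normalized against plate controls of thapsigargin alone and 5% DMSO vehicle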
Yfh1-depleted yeast: enhancers of respiration in Yfh1-depleted yeast, dose response, Friedreich's ataxia, plus single-dose screen (AID 1465). one-dose fold induction at 50 µM; EC50 in µM for titrated hits. S. cerevisiae Yfh1-off respiration, WST-1 reduction, 72 h; higher fold induction means a stronger effect. 220,000 tested, 0.074% active;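 active = fold induction of absorbance versus untreated yeast above a set limit, then at least 30% activation at any dose in follow-up; inconclusive = repeats straddling the limit, or above it without dose testing; inactive = fold induction below the set limit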;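 note: activators that raise dye reduction in frataxin-depleted yeast; strong numbers were not always called active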
PhoP inhibition: inhibitors of PhoP regulon expression, primary screen, Salmonella Typhimurium, GFP reporter (AID 1863); inhibition, % at 50 µM, or IC50 in µM where a hit was titrated; S. Typhimurium PhoP-regulated promoter GFP reporter, 4 h; higher % means a stronger effect; 300,000 tested, 0.16% active;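 active = inhibition over 29.93%, a cutoff 3 SD above the screen mean, later confirmed by dose response; inconclusive = inhibition over 29.93% but no dose response follow-up; inactive = inhibition at most 29.93% or unconfirmed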;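 note: 0% = low Mg2+ inducing control and 100% = high Mg2+ repressing control; strong numbers were not always called active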
XIAP displacement: small molecules displacing peptide from XIAP – biochemical, IAP family, fluorescence polarization (AID 1018). displacement, % at 20 µM; hits with a dose series show IC50 in µM. XIAP BIR domain, fluorescence polarization peptide displacement; higher % means a stronger effect. 200,000 tested, 0.007% active; in the data active = displacement above about 50%; note: a part of the inactive calls stands beside numbers as strong as those of hits
M17LAP inhibition: P. falciparum M17LAP inhibitors, primary screen, biochemical, fluorogenic H-Leu-NHMec substrate, 1536-well (AID 1619); recombinant M17LAP, H-Leu-NHMec fluorogenic kinetic assay; higher % means a stronger effect; inhibition, % at 30 µM, or IC50 in µM where a hit was titrated; 220,000 tested, 0.38% active;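 active = compound inhibiting the enzyme by more than half at any dose during confirmatory dose-response retesting; inconclusive = strong single-dose inhibitors picked by rank but not retested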;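 note: plate controls were full reaction with DMSO carrier for no effect and no enzyme background for full effect; strong numbers were not always called active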
PMI inhibition: MPI inhibition at elevated mannose 6-phosphate – biochemical, fluorescence intensity, high mannose 6-phosphate, primary screen (AID 1220) | recombinant PMI enzyme, coupled fluorescence intensity; higher % means a stronger effect | inhibition, % at 20 µM, or IC50 in µM where a hit was titrated | 190,000 tested, 0.66% active; in the data active = inhibition above about 50%
Siah-1 displacement: Siah-1 peptide-binding antagonists, primary screen, biochemical, fluorescence polarization, rhodamine-plectin, uHTS (AID 1817); Siah-1 / rhodamine-plectin peptide fluorescence polarization; higher % means a stronger effect; displacement, % at 20 µM, or IC50 in µM where a hit was titrated; 290,000 tested, 0.02% active;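 active = displacement of at least 50% at 20 µM, with a fluorescence ratio check between 0.3 and a set limit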;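 note: plate controls were Siah plus tracer with DMSO for no effect and tracer alone without Siah for full effect; strong numbers were not always called active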
West Nile antiviral: inhibition of WNV-induced cytopathic effect – cell-based, CPE readout (AID 1621) | West Nile virus-infected cells, CPE inhibition; higher % means a stronger effect | CPE inhibition, % at 10 µM, or IC50 in µM where a hit was titrated | 290,000 tested, 0.02% active; in the data active = a potency from the dose series; inconclusive = CPE inhibition mostly from about 3.7% at the one dose, without a potency; inactive = the rest, 99 in 100 with CPE inhibition below about 2.2%; note: strong numbers were not always called active
An asterisk follows results filed as active; i = inactive; ? = inconclusive; . = not tested or not shown.

SMILES	M1AAP inhibition	CSM14.1 death rescue	Yfh1-depleted yeast	PhoP inhibition	XIAP displacement	M17LAP inhibition	PMI inhibition	Siah-1 displacement	West Nile antiviral
Cc1cc(C)c(S(=O)(=O)N2CCN(c3ccc([N+](=O)[O-])c(NCC4CCCO4)c3)CC2)c(C)c1 (stereo unspecified)	-1.2%	-1.0%	i	21.6%	-3.5%	3.6%	12.9%	-0.5%	-0.2%
CCOc1ccc(-c2cnc(SCC(N)=O)nc2N)cc1	-6.1%	.	i	10.3%	-2.6%	3.3%	8.6%	-4.4%	0.2%
CCOC(=O)c1cc(-c2ccccc2)n(CCC(=O)O)c1C	9.4%	-0.3%	i	-3.0%	-1.4%	0.0%	-7.1%	-2.1%	-0.2%
CC(C)n1c(=S)[nH]c2ccccc21	15.5%	-0.9%	i	-6.7%	-5.2%	-9.1%	-19.7%	2.5%	0.2%
COCC(=O)NCc1ccc2c(c1)OCO2	4.6%	1.3%	i	-2.6%	-7.4%	-6.0%	2.4%	-2.1%	-0.2%
COC(=O)c1[nH]c2cccc(OC)c2c1NC(=O)CCN1CCSCC1	-2.1%	.	i	-8.1%	.	-1.2%	.	15.6%	0.5%
O=C(Cn1nc(-c2ccccc2)ccc1=O)NCCN1CCN(Cc2ccccc2)CC1	2.5%	-1.8%	i	10.0%	1.7%	1.1%	4.5%	-4.3%	-0.2%
COc1ccc(OC)c(NC(=O)NCc2ccc(F)cc2)c1	7.3%	-2.3%	i	3.2%	-5.2%	6.4%	0.6%	-4.4%	0.7%
O=C(Cn1cnc2ccccc2c1=O)NCc1ccc2c(c1)OCO2	1.7%	1.3%	i	16.0%	-3.2%	7.2%	-0.2%	-0.1%	1.3%
O=C(c1ccc(F)cc1)n1cc(C(=S)N2CCOCC2)c2ccccc21	3.2%	-3.2%	i	-6.3%	-12.5%	3.1%	8.4%	-3.8%	0.4%
COc1cccc(-n2nnnc2SCC(=O)NCCc2ccccc2)c1	6.0%	0.1%	i	-4.5%	3.8%	-11.5%	9.8%	2.6%	0.1%
CNc1c([N+](=O)[O-])cnn1-c1ccc(Cl)cc1	9.4%	-0.9%	i	-1.1%	-1.2%	-7.9%	0.5%	4.0%	0.5%

Whole records, quoted from the list. Screens in order: M1AAP inhibition | CSM14.1 death rescue | Yfh1-depleted yeast | PhoP inhibition | XIAP displacement | M17LAP inhibition | PMI inhibition | Siah-1 displacement | West Nile antiviral
COC(=O)c1[nH]c2cccc(OC)c2c1NC(=O)CCN1CCSCC1 is listed with -2.1% | . | i | -8.1% | . | -1.2% | . | 15.6% | 0.5%
O=C(c1ccc(F)cc1)n1cc(C(=S)N2CCOCC2)c2ccccc21 is listed with 3.2% | -3.2% | i | -6.3% | -12.5% | 3.1% | 8.4% | -3.8% | 0.4%

Next section
SMILES	M1AAP inhibition	CSM14.1 death rescue	Yfh1-depleted yeast	PhoP inhibition	XIAP displacement	M17LAP inhibition	PMI inhibition	Siah-1 displacement	West Nile antiviral
CCN(CC)c1ccc([N+](=O)[O-])cc1C(=O)N1CCOCC1	8.1%	0.8%	i	2.8%	3.1%	12.9%	23.0%	-0.9%	0.4%
O=C(c1cc(S(=O)(=O)Nc2ccccc2F)c(Cl)cc1Cl)N1CCN(CCO)CC1	3.8%	-1.2%	i	-6.5%	-5.8%	11.7%	-6.5%	7.4%	0.6%
C=CCOc1ccc(Cl)cc1CNCCCN1CCOCC1	-2.2%	2.2%	i	16.4%	-1.6%	-0.3%	-5.3%	4.8%	-0.9%
O=C(CCc1nnc(C2CCCCC2)o1)N1CCCCC1CCn1cccn1 (stereo unspecified)	-6.3%	0.4%	i	4.6%	-3.7%	5.9%	.	0.7%	-0.8%
CC1CCCN(CCOc2ccc3ccccc3c2Br)C1 (stereo unspecified)	1.9%	-3.9%	i	-7.0%	-6.0%	2.9%	6.7%	6.8%	-1.5%
CCOc1ccc(NC(=O)c2ccc(S(=O)(=O)N(C)C)cc2)cc1	0.1%	0.0%	i	9.2%	-5.5%	-1.3%	0.8%	0.0%	0.0%
COc1ccc([N+](=O)[O-])cc1CSc1nnc(NC(C)=O)s1	-2.4%	-0.2%	i	0.9%	-4.3%	-9.8%	-11.9%	15.3%	1.0%
Cc1ccc(SCC(=O)NN=C2CCN(C)CC2)cc1	1.6%	0.8%	i	-13.9%	0.9%	-0.2%	-1.9%	-1.4%	0.4%
Cc1ccc(-c2cc(-c3ccc(F)cc3)nc(N)c2C#N)o1	14.1%	0.7%	i	-2.7%	-4.7%	-325.3%	-7.5%	5.1%	1.0%
O=C(CN(C(=O)c1ccc(Cl)cc1)N1C(=O)C2CCCCC2C1=O)c1ccc(Cl)cc1 (stereo unspecified)	-1.0%	-1.9%	i	10.3%	-3.4%	9.7%	28.8%	0.3%	-0.1%
O=C(COC(=O)C1CCC(=O)N1)Nc1ccc(Cl)cc1Cl (stereo unspecified)	-1.7%	-1.3%	i	9.9%	-2.8%	-0.7%	-3.7%	3.8%	1.3%
CSc1ccc(-c2c(C#N)c(N)nc3c2c(C)nn3-c2ccccc2)cc1	6.1%	-1.3%	i	-5.6%	-1.7%	-2.0%	13.0%	-2.4%	-0.2%
CCOCCCNC(=O)C(c1ccccc1)N(Cc1cccs1)C(=O)CNC(=O)c1ccccc1 (stereo unspecified)	9.1%	-3.0%	i	-4.5%	-4.5%	5.2%	9.0%	-1.6%	-0.5%
COc1cccc(OCCSc2nc(C)c(Cc3ccccc3)c(=O)[nH]2)c1	-0.4%	-4.7%	i	0.3%	-4.3%	9.5%	-5.2%	1.1%	-0.1%
COC(=O)c1ccc(C(=O)OC)c(NC(=O)CN2CCN(c3ccccc3OC)CC2)c1	-3.2%	-1.8%	i	-6.1%	-5.9%	-4.5%	12.8%	6.2%	0.5%
CC(=O)Nc1ccc(-n2c(C)nc(=O)c(-c3ccccc3)c2C)cc1	8.6%	2.7%	i	-0.6%	-7.5%	-2.6%	5.1%	-2.7%	-0.5%
Cc1ccn2c(C(=O)CSc3ccccc3Cl)c(C)nc2c1	4.4%	0.7%	i	-16.3%	-3.6%	1.8%	6.8%	7.6%	-0.4%
Cc1nn(-c2ccc(F)cc2)c(C)c1/C=C/C(=O)N1CCNC(=O)C1	0.8%	-1.8%	i	1.0%	-3.3%	-6.4%	-8.1%	3.6%	0.0%
COc1ccc(OC)c(NC(=O)CCNS(=O)(=O)c2cccs2)c1	9.3%	3.2%	i	-2.0%	-0.9%	9.3%	18.3%	1.9%	-0.6%
COc1ccc(C2CC(c3ccccc3)=NN2C(=O)COC(=O)/C=C/c2ccc(O)c(OC)c2)cc1 (stereo unspecified)	6.0%	.	i	-6.4%	.	-2.0%	.	4.1%	0.7%
CCN1CCCC1CNC(=O)Cn1cnc2ccc(S(=O)(=O)N3CCC(C)CC3)cc2c1=O (stereo unspecified)	0.1%	-0.6%	i	3.6%	-1.0%	-7.4%	13.1%	1.5%	-0.4%
CN(C)c1cc(N/N=C/c2ccc(Cl)cc2)nc(N(C)C)n1	12.6%	-3.0%	i	-1.2%	-5.8%	-17.9%	.	1.1%	-0.4%
C=CCSc1nnc2c(n1)OC=Nc1ccccc1-2	-3.6%	-3.0%	i	-21.7%	-1.0%	20.1%	-30.4%	-2.7%	0.4%
O=C(N/N=C/c1cc([N+](=O)[O-])ccc1O)c1ccncc1	18.8%	.	i	58.4µM*	.	9.0%	.	-11.3%	0.1%
O=C(c1ccccc1)C1CCN(c2ncccc2[N+](=O)[O-])CC1	1.1%	.	i	2.1%	.	-3.8%	.	5.5%	-0.5%
CCN1C(=O)/C(=C2\SC(=S)N(CCCOC)C2=O)c2ccccc21	0.6%	-2.6%	?	5.3%	-3.8%	4.5%	-6.8%	1.9%	0.2%
Cc1ccccc1-c1nc(Cc2ccccc2)no1	-1.8%	-3.1%	i	-3.1%	-2.9%	2.9%	6.8%	-0.4%	0.4%
Nc1nonc1NN=C1CCCCC1	1.1%	.	i	2.6%	.	-9.4%	.	0.5%	1.2%
O=C(CCCNS(=O)(=O)c1cccc2nsnc12)N1CCCCC1	2.1%	-1.0%	i	-8.7%	0.0%	6.5%	0.8%	-1.2%	-0.1%
COc1ccc(/C(C)=N/NC(=O)c2ccc(CSc3nncn3C)cc2)cc1	-7.6%	.	i	9.1%	-9.7%	9.2%	0.8%	4.1%	-0.4%
CCOC(=O)C(=O)Nc1ccccc1C(=O)Nc1ccc(OC)cc1	11.9%	-1.1%	i	-11.8%	-4.4%	-10.2%	5.8%	-6.6%	0.7%
O=C(O)CSC(C(=O)Nc1ccc(C(F)(F)F)cc1)c1ccccc1 (stereo unspecified)	1.3%	0.9%	i	-7.4%	-1.3%	-0.1%	4.0%	-1.7%	0.5%
Nc1[nH]n(-c2ccccc2)c(=O)c1N=Nc1ccc2c(c1)OCCO2	5.0%	-1.0%	i	-9.4%	-4.2%	-0.5%	20.4%	-3.2%	-0.4%
CC1=CC(C)(C)N(C)C(=O)N1c1ccc(Cl)cc1	2.0%	-1.4%	i	-1.2%	-6.5%	0.3%	0.1%	3.6%	0.0%
CCCCC(=O)Nc1ccc(C(=O)N(CC)c2ccccc2C)cc1	1.3%	-2.1%	i	-2.3%	-1.6%	3.1%	-6.8%	0.7%	-0.8%
CC(C)CC(=O)NCc1ccc2[nH]c3c(c2c1)CCCC3	12.4%	-0.1%	i	-4.3%	-5.8%	16.3%	12.2%	16.7%	-0.6%
COc1ccc2nc(Nc3nc(-c4cc5ccccc5oc4=O)cs3)sc2c1	10.6%	-3.5%	i	0.6%	1.2%	23.4%	-11.9%	-4.5%	-0.7%
CN(C(=O)CSc1nnc(C(F)(F)F)n1N)C1CCS(=O)(=O)C1 (stereo unspecified)	0.0%	.	i	5.2%	.	-1.4%	.	-4.8%	-0.1%
O=C(CCS(=O)(=O)Cc1ccccc1)NC1CCCCC1	5.2%	-3.0%	i	6.7%	1.0%	-6.9%	1.1%	0.2%	0.6%
O=C(Nn1c(-c2ccccc2)nc2ccccc2c1=O)c1ccco1	15.6%	1.5%	i	3.4%	-4.6%	13.2%	-4.3%	-4.8%	0.0%
O=C(CN1CCN(c2ncccn2)CC1)NCc1ccccc1	-0.2%	0.5%	i	-2.1%	-5.3%	16.2%	-1.6%	-0.9%	0.0%
CCCCn1c(/N=C/c2cc(OC)ccc2O)nc2ccccc21	9.3%	-3.1%	i	16.1%	-4.3%	2.8%	18.8%	0.4%	-0.3%
COC(=O)c1ccc(NC(=O)c2ccccc2SC)cc1	-2.6%	-0.5%	i	-1.4%	-1.9%	-0.3%	-40.5%	0.6%	0.3%
CCOC(=O)C(C)C1(O)c2ccccc2-c2ncccc21 (stereo unspecified)	-0.7%	-0.1%	i	-8.9%	-3.4%	-8.1%	3.2%	-5.2%	-0.7%
